Screens: PubChem BioAssay, National Center for Advancing Translational Sciences (NCATS)
p53ts 39C tox: cytotoxicity in p53ts cells at nonpermissive temperature; 130,000 tested, 1.5% active; Potency, µM (doses to about 46.1 µM), for the others: at the top dose activity change, negative = cell killing, usual class: cytotoxic; H1299-p53A138V viability at 39C, ATP luminescence, 24 h; also: nearly all actives have a fitted effect of over 55% in size
Peg3 imprint: genomic imprint erasure induction; Potency, µM (titrated, usually from 60.7 µM), inactives show at the highest dose activity change, positive = activation, hits mostly activators; 110,000 tested, 0.02% active; mouse ES Peg3-LacZ reporter, beta-gal luminescence, 40 h;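 also: 0% = negative control wells on the plate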
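Gelatin-coated wells received 300 freshly trypsinized female ES cells with a Peg3LacZ-Neo reporter on the maternal allele, then incubated 40 hours at 37C. BetaGlo was added for 5 minutes at room temperature before a single luminescence read.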
p53ts 32C kill: p53ts cell cytotoxicity, permissive temperature; AID 924; Potency, µM (doses to about 46.1 µM), inactives show at the top dose activity change, negative = cytotoxicity, usual class: cytotoxic; 130,000 tested, 0.93% active; H1299-p53A138V at 32C, ATP luminescence viability, 24 h;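 also: 0% = DMSO and -100% = full killing by reference compound; nearly all actives have a fitted effect of over 55% in size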
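Viability by ATPlite luminescence after 24 h compound treatment (up to 46 uM) at the permissive 32C. Cells are H1299 carrying p53 A138V. Scale runs from DMSO basal to 100 uM tamoxifen as full kill; AC50 from Hill fits.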
IkB signaling: inhibitors of IkB signaling in ABC-DLBCL cells; ABC-DLBCL IkBa-CBG/CBR dual luciferase ratio, 4 h; response scale: scaled: untreated 0%, proteasome inhibitor 100%; Potency, µM (titrated, usually from 57.1 µM), for inactives: top-dose IkBa stabilization activation; 110,000 tested, 0.04% active; AID 445; active = well fitted curve in the direction sought with a large enough effect in the signal ratio, not every such curve was filed as active; inconclusive = small, poorly fitted or top-dose-only effect, or a change in a side signal; the % refers to the signal ratio;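 also: the direction sought is a rising ratio; 0% = basal untreated cells and 100% = reference inhibitor full response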
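In this assay, an IκBα–CBG68 fusion accumulates when IKK-driven degradation is blocked; native CBR normalizes for cell number. OCI-Ly3 cells were treated 4 h with compound and doxycycline, then green and red light read after Chroma-Glo addition.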
The depositor's hits bear a star; & = joins results of further samples; [ ] = another dose, or the depositor's remark. Unless noted, calls follow the shape of the dose curve; as a rule, active = well fitted curve in the direction sought with a large enough effect; inconclusive = small, poorly fitted or top-dose-only effect, or another doubt; inactive = no such curve, though single readings can be large; an effect the other way counts as inactive or inconclusive. Unless noted, % is scaled to controls: 0 for no effect and ±100 for the full control effect; potency is read from the fitted curve at half-maximal effect.

Screening Cc1ccc2nc(NC(=O)c3cccs3)sc2c1 returned p53ts 39C tox 7.9µM*, p53ts 32C kill inconclusive and IkB signaling inconclusive.
For CCCCc1nc2ccccc2c(C(=O)O)c1C the results were p53ts 39C tox -6%, p53ts 32C kill 21% and IkB signaling 4.6%.
Screening CC(C)(C)NC(=O)c1ccc2c(c1)N(CC(=O)N1CCN(c3ccc(F)cc3)CC1)C(=O)C(C)(C)O2 returned p53ts 39C tox 23%, Peg3 imprint -3%, p53ts 32C kill 7% and IkB signaling 1.6%.
For CCc1cccc2c3c([nH]c12)C(CC)(CC(=O)O)OCC3 (stereo not drawn) the results were p53ts 39C tox -13%, Peg3 imprint -11%&-9% and p53ts 32C kill -9%.
`CN(C1CCCCC1)S(=O)(=O)c1ccc(NC(=O)c2ccco2)cc1` gave p53ts 39C tox 2%, Peg3 imprint -21%, p53ts 32C kill -3% and IkB signaling 0.4%.
For CC(=O)c1ccc(NC(=O)CCc2c(C)nn(-c3ccc4nncn4n3)c2C)cc1 the results were p53ts 39C tox -14%, Peg3 imprint 14%[10.9 µM], p53ts 32C kill 11% and IkB signaling 4.5%.
CCn1c(COc2ccc(OC)cc2)nnc1SCC(=O)Nc1cc(OC)ccc1OC was read as p53ts 39C tox 6%, Peg3 imprint -12%, p53ts 32C kill -8% and IkB signaling 6.4%.
O=c1cc(Cn2nnc(-c3ccc(Cl)cc3)n2)nc2sccn12 was read as p53ts 39C tox -9%, Peg3 imprint -17%, p53ts 32C kill -6% and IkB signaling 0.9%.
Cc1ccc2nc(NC(=O)C3CCCN(S(=O)(=O)c4cccc5nsnc45)C3)sc2c1 (stereo not drawn) was read as p53ts 39C tox -5%, Peg3 imprint -21%, p53ts 32C kill 9% and IkB signaling inconclusive.
Screening CCN1CCN(C(c2nnnn2Cc2ccc3c(c2)OCO3)C(C)C)CC1 (stereo not drawn) returned p53ts 39C tox 11% and p53ts 32C kill -4%.
Screening N#Cc1ccc(CN2CCCC3(CCN(C(=O)c4ccco4)CC3)C2)cc1 returned p53ts 39C tox -1%, p53ts 32C kill -6% and IkB signaling 2.2%[11.4 µM].
Cc1ccc(NC(=O)C2CC(=O)NC(N3CCCCC3)=N2)cc1Cl (stereo not drawn) was read as p53ts 39C tox -1%, Peg3 imprint -1%, p53ts 32C kill 3% and IkB signaling -0.7%.
For CCOc1ccc(-n2c(C)nc3cc(C(=O)NCCC4=CCCCC4)ccc32)cc1 the results were p53ts 39C tox 10%, Peg3 imprint -5%[10.9 µM], p53ts 32C kill 35%[activator] and IkB signaling -2.0%.
Cc1csc(NC(=O)C2CCCN(S(=O)(=O)c3cccnc3)C2)n1 (stereo not drawn) was read as p53ts 39C tox -3%, Peg3 imprint -8%, p53ts 32C kill -4% and IkB signaling -1.5%.
For Cc1ccc2[nH]c3c(=O)n(CC(=O)NCCc4ccc(Cl)cc4)ncc3c2c1 the results were p53ts 39C tox 0%, Peg3 imprint -4%[10.9 µM], p53ts 32C kill -9% and IkB signaling -3.1%.
For COc1ccc(NC(=O)Nc2c(C)n(-c3ccccc3)c(=O)n2C)cc1OC the results were p53ts 39C tox 4%, Peg3 imprint -8%, p53ts 32C kill 11% and IkB signaling -1.2%.
Screening CCOc1ccc(-c2nnc(NC(=O)c3ccc(OCC(C)C)c(OC)c3)o2)cc1 returned p53ts 39C tox inconclusive, Peg3 imprint -19%, p53ts 32C kill -12% and IkB signaling inconclusive.
Screening O=C(OCC(=O)N1CCC(Cc2ccccc2)CC1)c1ccc[nH]c1=O returned p53ts 39C tox 13%, Peg3 imprint -8%, p53ts 32C kill -9% and IkB signaling 1.7%.
`CN(Cc1ccccc1)Cc1nc2c(c(=O)n(C)c(=O)n2C)n1Cc1ccccc1Cl` gave p53ts 39C tox 8%, Peg3 imprint -4%, p53ts 32C kill 10% and IkB signaling -3.1%.
`Cc1cc(C)c(S(=O)(=O)Nc2ccc3oc4c(c3c2)CCCC4)cc1C` gave p53ts 39C tox inconclusive, Peg3 imprint -6%[10.9 µM], p53ts 32C kill 15% and IkB signaling inconclusive.
Screening CC(C)CC(NS(=O)(=O)c1ccc2c(c1)oc(=O)n2C)C(=O)NCCc1ccc(Cl)cc1 (stereo not drawn) returned p53ts 39C tox -9%, Peg3 imprint -9%[10.9 µM], p53ts 32C kill 1% and IkB signaling 0.2%.
O=C(NCc1cccc(Cl)c1)c1c2c(nc3ccccc13)C(=O)N(C1CCCCC1)C2 was read as p53ts 39C tox -15%, Peg3 imprint -18%[10.9 µM], p53ts 32C kill 5% and IkB signaling 5.5%.
CNC(=O)c1cc(C)c(-c2ccccc2)s1 was read as p53ts 39C tox -5%, Peg3 imprint -9%, p53ts 32C kill -3% and IkB signaling -0.3%.
Screening CN1C(=O)C2(c3ccccc31)N(c1ccc(Br)cc1)C(=O)CS2(=O)=O (stereo not drawn) returned p53ts 39C tox 13%, Peg3 imprint 5%[10.9 µM], p53ts 32C kill 2% and IkB signaling -2.1%.
Screening O=C(Cn1cc(C(=O)c2ccco2)c2ccccc21)NC1CCCC1 returned p53ts 39C tox -1%, Peg3 imprint -8%, p53ts 32C kill 5% and IkB signaling 1.2%.
`NC(=NCc1ccc(Cl)c(Cl)c1)NC(=O)c1nc(Cl)c(N)nc1N` gave p53ts 39C tox 13µM*, Peg3 imprint -12%, p53ts 32C kill 13µM* and IkB signaling -16%.
`CCOc1ccc(NC(=O)C(=O)NCCc2csc(-c3ccc(C)cc3)n2)cc1` gave p53ts 39C tox -14%, Peg3 imprint 15%[10.9 µM], p53ts 32C kill 3% and IkB signaling 1.4%.
For Cc1nn(C(=O)c2cccc([N+](=O)[O-])c2C)c(C)c1S(=O)(=O)N1CCOCC1 the results were p53ts 39C tox inconclusive, Peg3 imprint -4%[10.9 µM], p53ts 32C kill -5% and IkB signaling 5.0%.
CCCn1c2c(c(O)c(C(=O)Nc3ncccc3O)c1=O)CCCC2 was read as p53ts 39C tox -4%, Peg3 imprint -11%, p53ts 32C kill 7% and IkB signaling -1.5%.
`Cc1cccc(C)c1NC(=O)CN1CCN(CCCC(c2ccc(F)cc2)c2ccc(F)cc2)CC1` gave p53ts 39C tox -16%[20.6 µM], Peg3 imprint -16%[16.8 µM], p53ts 32C kill 4%[20.6 µM] and IkB signaling -1.1%[25.6 µM].
`Cc1ccc2cc(CN(Cc3nnnn3C3CCCCC3)CC3CCCO3)c(=O)[nH]c2c1` (stereo not drawn) gave p53ts 39C tox 1%, Peg3 imprint -1%, p53ts 32C kill 11% and IkB signaling 0.4%.
`CC1Cc2cc(/C(O)=C3/C(=O)C(=O)N(Cc4ccco4)C3c3cccs3)ccc2O1` (stereo not drawn) gave p53ts 39C tox -19%, Peg3 imprint -11%, p53ts 32C kill -9% and IkB signaling -0.8%.
For O=P(O)(CCc1ccccn1)CN1CCOCC1 the results were p53ts 39C tox -4%, Peg3 imprint -5%, p53ts 32C kill 1% and IkB signaling 1.6%.
For COC(=O)c1c(F)c(F)c(NCCO)c(F)c1F the results were p53ts 39C tox 4%, Peg3 imprint 11%, p53ts 32C kill 3% and IkB signaling 2.1%.
`Cc1cn2c(=O)cc(COC(=O)c3cccc(NC(=O)COc4ccccc4)c3)nc2s1` gave p53ts 39C tox 5%, Peg3 imprint 18%[10.9 µM], p53ts 32C kill -6% and IkB signaling inconclusive.
COc1cc(NC(=O)Cn2cnc3sc(C)c(S(=O)(=O)N4CCC(C)CC4)c3c2=O)cc(OC)c1OC was read as p53ts 39C tox 14%, Peg3 imprint -3%[10.9 µM], p53ts 32C kill -2% and IkB signaling 0.8%.
COc1cccc(NC(=O)c2oc3ccc(S(=O)(=O)N4CCCCCC4)cc3c2C)c1 was read as p53ts 39C tox -30%, Peg3 imprint 11%[10.9 µM], p53ts 32C kill -6% and IkB signaling inconclusive.
For CCCCS(=O)(=O)c1sc2nc(C)cc(C)c2c1N the results were p53ts 39C tox 3%, Peg3 imprint -17%, p53ts 32C kill 6% and IkB signaling -2.2%.
For CN=c1scc(C)n1/N=C/c1ccc2c(c1)OCO2 the results were p53ts 39C tox 5µM*, Peg3 imprint -85%[inhibitor], p53ts 32C kill 5µM* and IkB signaling inconclusive.
`COc1ccc2[nH]cc(CCNc3cc(-c4ccc5c(c4)OCO5)ncn3)c2c1` gave p53ts 39C tox -21%, Peg3 imprint -7%, p53ts 32C kill inconclusive and IkB signaling -2.4%[11.4 µM].
Screening O=S(=O)(Cc1ccccc1)/C1=C(\N2CCOCC2)CCCCCC1 returned p53ts 39C tox 8%, Peg3 imprint -4%, p53ts 32C kill 3% and IkB signaling 3.5%.
`COc1ccc(NC(=O)Nc2nnc(N(CC(C)C)CC(C)C)s2)c(OC)c1` gave p53ts 39C tox -7%, Peg3 imprint -11%[10.9 µM], p53ts 32C kill -13% and IkB signaling 2.8%.
Cc1ccc(C(=O)Nc2nnc(S(=O)(=O)N(C)Cc3ccc(F)cc3)s2)cc1 was read as p53ts 39C tox -4%, Peg3 imprint 8%[10.9 µM], p53ts 32C kill -5% and IkB signaling inconclusive.
`O=C(CNC(=O)c1ccco1)OCC(=O)c1ccc2c(c1)CCCC2` gave p53ts 39C tox -4%, Peg3 imprint -3%, p53ts 32C kill -9% and IkB signaling 0.6%.
`O=C(O)c1ccc(N2C(=O)c3[nH]nc(-c4ccccc4)c3C2c2cccc(F)c2)cc1` (stereo not drawn) gave p53ts 39C tox 27%, Peg3 imprint -12%[10.9 µM], p53ts 32C kill 12% and IkB signaling inconclusive.

Structural class: the entries above containing a COOH group.
For CCCCc1nc2ccccc2c(C(=O)O)c1C the results were p53ts 39C tox -6%, p53ts 32C kill 21% and IkB signaling 4.6%.
For CCc1cccc2c3c([nH]c12)C(CC)(CC(=O)O)OCC3 (stereo not drawn) the results were p53ts 39C tox -13%, Peg3 imprint -11%&-9% and p53ts 32C kill -9%.
`O=C(O)c1ccc(N2C(=O)c3[nH]nc(-c4ccccc4)c3C2c2cccc(F)c2)cc1` (stereo not drawn) gave p53ts 39C tox 27%, Peg3 imprint -12%[10.9 µM], p53ts 32C kill 12% and IkB signaling inconclusive.

(next part)
Screening COc1cccc(OCCCCCN2CCOCC2)c1 returned p53ts 39C tox 4%, Peg3 imprint -18%, p53ts 32C kill 20% and IkB signaling -1.1%.
Screening CCCCNc1cc(N2CCN(C3CCCCC3)CC2)c2noc3c2c1C(=O)c1ccccc1-3 returned p53ts 39C tox -2%, Peg3 imprint -15%[10.9 µM], p53ts 32C kill -4% and IkB signaling inconclusive.
`Cc1ccc2nc(SCC(=O)N3CCCC3)[nH]c2c1` gave p53ts 39C tox -16%, Peg3 imprint -26%, p53ts 32C kill -5% and IkB signaling -0.4%.
`CCc1ccc(NC(=O)CSc2nc3nc(C)cc(C)n3n2)cc1` gave p53ts 39C tox 15%, Peg3 imprint -17%[10.9 µM], p53ts 32C kill -8% and IkB signaling 0.3%.
Screening O=C(NC1CCCCC1)c1ccc2c(c1)sc1nc(-c3ccccc3)cn12 returned p53ts 39C tox 0%, Peg3 imprint 13%[10.9 µM], p53ts 32C kill -8% and IkB signaling 1.5%.
For CCOC(=O)CC1=CSC2=NS(=O)(=O)CCN12 the results were p53ts 39C tox -4%, Peg3 imprint -2%, p53ts 32C kill 4% and IkB signaling 0.4%.
CC1=C(C(=O)Nc2ccccc2)C(c2cccs2)n2nc(SCc3ccccc3F)nc2N1 (stereo not drawn) was read as p53ts 39C tox -6%, Peg3 imprint 13%[10.9 µM], p53ts 32C kill -6% and IkB signaling 3.2%.
Screening Cc1cccc(NC(=O)CN2C(=O)N/C(=C/c3ccc(C)o3)C2=O)c1 returned p53ts 39C tox 0% and p53ts 32C kill -13%.
Screening c1ccc(NC2=NCCCCS2)cc1 returned p53ts 39C tox 8% and p53ts 32C kill 3%.
For CCOc1cc2[nH]c(=O)n(CCCCC(=O)N3CCN(c4ccc(OC)cc4)CC3)c(=O)c2cc1OCC the results were p53ts 39C tox -8%, Peg3 imprint -8%[10.9 µM], p53ts 32C kill 4% and IkB signaling 0.5%.
For COc1cccc(Nc2ncc3nc(-c4cccs4)c(=O)n(Cc4cccs4)c3n2)c1 the results were p53ts 39C tox -17%, Peg3 imprint -3%, p53ts 32C kill -17% and IkB signaling 0.8%[11.4 µM].
